EPAC1 ag = EPAC1 (human) agonism | O95398 | EPAC1 agonist qHTS, biochemical assay; response scale: 100% = response to 6.5 mM cAMP | Potency, µM (highest dose often 154 µM), for the others: at the top dose activation, usual class: activators | 0.073% of 360,000 active | AID 720707; further: potency means the concentration at half of the fitted maximal effect; nearly all actives have a fitted effect of over 60% in size
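Normalized to 6.5 mM cAMP, activity reflects EPAC1-catalysed release of BODIPY-GDP from Rap1B, followed kinetically over 30 min at 480 nm excitation, 540 nm emission. Reaction contained 100 nM EPAC1, 250 nM Rap1B-BODIPY-GDP, 50 uM GDP.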
PTHR1 ag = agonists of human PTHR1 parathyroid hormone receptor | Q03431 | HEK293 GP2 PTHR1 cells, GloSensor cAMP luminescence, 1 h | 0.075% of 410,000 active | Potency, µM (top dose mostly 115 µM), for the others: at the highest dose activation, usual class: activators; further: potency means the concentration at half of the fitted maximal effect; nearly all actives have a fitted effect of over 55% in size; some results filed as inactive show a strong effect at the top dose; inactives centre near -15; many of its hits are not listed in these tables
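HEK-293-derived GP2 cells expressing PTHR1 and a GloSensor cAMP reporter, 3,000/well, plated overnight, given luciferin plus IBMX (each 0.5 mM as added) for 1 h at 37 °C, then compound for 1 h at 37 °C. Luminescence was read after 15 min at room temperature.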
EPAC1 antagonist = EPAC1 (human) antagonism | O95398 | EPAC1 GEF assay, Rap1b-BODIPY-GDP exchange fluorescence | Potency, µM (series often up to 115 µM), inactives show at the top dose activity change, negative = inhibition, usual class: inhibitors | 0.14% of 360,000 active | AID 720709;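 further: potency means the concentration at half of the fitted maximal effect; plate controls were vehicle for no effect and positive control for full effect; nearly all actives have a fitted effect of over 50% in size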
GLP1R cytotox = cytotoxicity in counter-screen for GLP-1R inverse agonists; HEK293 cAMP-luciferase reporter cells, luminescence, 24 h; Potency, µM (series often up to 38.3 µM), without a hit: at the highest dose activity change, negative = inhibition, usual class: inhibitors; 0.13% of 410,000 active; AID 624418;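 further: loss of luciferase light is scored as toxicity; potency means the concentration at half of the fitted maximal effect; on the % scale 0 is the no-effect control and ±100 the full control effect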
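To flag toxic compounds, the library was rerun on cells for 24 hr at 37 deg C and 5% CO2. Viability-linked luminescence was captured 12 min after adding luciferase detection reagent.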
GLP1R ag = GLP-1 receptor (human) agonism. P43220. HEK293 GLP-1R CRE-luciferase, luminescence, 4-6 h; cells express a hypersensitive GLP-1R form. Potency, µM (series often up to 45.6 µM), inactives show at the highest dose activation, actives largely listed as activators. 0.007% of 380,000 active. AID 624172; further: potency means the concentration at half of the fitted maximal effect; % of control where 0% means no effect
Target sequence (P43220 whole entry, looked up): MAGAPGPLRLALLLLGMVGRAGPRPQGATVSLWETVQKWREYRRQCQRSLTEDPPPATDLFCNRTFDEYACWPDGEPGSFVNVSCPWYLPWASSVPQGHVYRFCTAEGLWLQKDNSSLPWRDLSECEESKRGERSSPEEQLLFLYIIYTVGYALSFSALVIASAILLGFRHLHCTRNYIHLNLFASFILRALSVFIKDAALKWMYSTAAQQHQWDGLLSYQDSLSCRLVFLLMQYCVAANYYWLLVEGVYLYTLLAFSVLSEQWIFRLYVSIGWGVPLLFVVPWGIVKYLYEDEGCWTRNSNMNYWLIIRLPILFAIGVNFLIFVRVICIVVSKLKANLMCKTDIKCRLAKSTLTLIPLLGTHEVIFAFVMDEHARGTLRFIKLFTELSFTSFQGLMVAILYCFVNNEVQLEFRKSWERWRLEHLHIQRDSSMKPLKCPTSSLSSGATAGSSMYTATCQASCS
IL2 activator = IL-2 activation; IL-2 activation reporter assay, cell-based qHTS; stimulated with anti-CD3/CD4/CD28 beads; in transgenic mouse T cells; activation, % (series mostly up to about 46 µM); 0.065% of 360,000 active; in the data active means activation above about 50%; inconclusive means mostly about 30% to 49%; further: 0% is about no effect
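First, unstimulated transgenic mouse T cells were exposed to compound for 60 min. Next, anti-CD3/anti-CD4-coated beads with anti-CD28 were added. Finally, after 18 h at 37 degrees C, EGFP and DsRed were imaged.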
PI5P4K alpha inh = blocks human PI5P4K alpha kinase activity; P48426; PI5P4Kalpha enzyme, ADP-Glo luminescence, 60 min; hits give low values; max response, %; 1.2% of 330,000 active; AID 652105; active means max response of -50% or lower; inconclusive means between -30% and -50%; inactive means -30% or higher; further: value at the top dose of about 77 µM; on the % scale 0 is the no-effect control and ±100 the full control effect
Target sequence (P48426 whole entry, looked up): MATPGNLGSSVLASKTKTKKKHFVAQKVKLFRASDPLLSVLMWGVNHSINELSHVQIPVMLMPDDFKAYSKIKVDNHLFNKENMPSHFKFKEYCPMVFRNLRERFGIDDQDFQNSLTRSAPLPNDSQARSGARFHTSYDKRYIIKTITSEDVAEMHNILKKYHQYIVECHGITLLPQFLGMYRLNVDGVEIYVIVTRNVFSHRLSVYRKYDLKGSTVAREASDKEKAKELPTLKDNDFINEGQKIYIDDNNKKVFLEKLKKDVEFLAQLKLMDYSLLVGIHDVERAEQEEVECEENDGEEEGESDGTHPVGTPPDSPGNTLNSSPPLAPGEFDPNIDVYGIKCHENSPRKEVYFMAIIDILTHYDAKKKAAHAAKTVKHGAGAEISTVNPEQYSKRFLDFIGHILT
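Luminescence from ADP-Glo served as readout of PI5P4Kalpha activity in a qHTS format. Reaction: enzyme, substrate, compound, ATP at 5 microM final, 60 min at RT.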
PLK1 PBD inh = blocks phosphopeptide binding to human PLK1 polo-box domain; Plk1 PBD binding of FITC phosphopeptide, fluorescence polarization; AID 720504; P53350; Potency, µM, for the others: max response, negative = inhibition, hits mostly inhibitors; 2.8% of 360,000 active; further: potency means the concentration at half of the fitted maximal effect; series mostly up to about 57 µM; on the % scale 0 is the no-effect control and ±100 the full control effect; nearly all actives have a fitted effect of over 65% in size
GLP-1R inv ag = inverse agonists of human GLP-1 receptor | Potency, µM (highest dose often 38.3 µM), for inactives: at the highest dose activity change, negative = inhibition, actives largely listed as inhibitors | P43220 | 1.6% of 410,000 active | HEK293 GLP-1R CRE-luciferase, luminescence, 24 h; GLP-1R form is constitutively active | AID 624417; further: potency means the concentration at half of the fitted maximal effect; on the % scale 0 is the no-effect control and ±100 the full control effect; nearly all actives have a fitted effect of over 55% in size
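Luminescence readout: a drop in cAMP-driven luciferase signal flags inverse agonism at a constitutively active GLP-1R stably expressed in HEK293. Compound exposure lasted 24 hr at 37 deg C, 5% CO2.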
An asterisk follows results filed as active; i = inactive; ? = inconclusive; . = not tested or not shown; & = joins results of further samples; [ ] = remark or other dose. Unless noted, the call rests on the fitted dose curve; in most records, active means well fitted curve in the direction sought with a large enough effect; inconclusive means small, poorly fitted or top-dose-only effect, or another doubt; inactive means no such curve, though single readings can be large; an effect the other way counts as inactive or inconclusive.

SMILES	EPAC1 ag	PTHR1 ag	EPAC1 antagonist	GLP1R cytotox	GLP1R ag	IL2 activator	PI5P4K alpha inh	PLK1 PBD inh	GLP-1R inv ag
CC(C)NC(=O)N(C)C[C@H]1Oc2ccc(NC(=O)CCC(F)(F)F)cc2C(=O)N([C@H](C)CO)C[C@@H]1C	-1.4%	i	-15.2%	4.0%	-1.5%	-2.8	7.5	-6.5%	26.0%
CC(C)Oc1ccc(C(=O)NN2C(=O)NC3(CCCCC3)C2=O)cc1	9.8%	i	6.9%	13.1%	-8.4%	-3.6	-5.2	-11.4%	-26.9%
Cc1nnc(NC(=O)CCSc2ccc(Cl)cc2)s1	12.4%	-19.7%	10.2%	-13.7%	5.4%	0.7	1.7	-12.0%	-2.6%
Cc1ccc(N(CC(=O)NCCc2ccc(Cl)cc2)S(=O)(=O)N(C)C)cc1	.	-37.4%[inhibitor]	.	-4.5%	-2.5%	.	.	.	?
O=C(Nc1cccc(S(=O)(=O)N2CCCCC2)c1)c1cnccn1	3.4%	-11.9%	2.0%	9.9%	-0.7%	-0.6	1.4	-10.2%	11.6%
Nc1cccc(S(=O)(=O)c2ccc(N)c(N)c2)c1	-4.4%	-3.3%	-13.0%	10.8%[7.66 µM]	2.7%	0.5	-0.9	-7.3%	11.4%[7.66 µM]
O=C(CN1C(=O)S/C(=C/c2cccs2)C1=O)N1CCOCC1	6.5%	-18.6%[57.5 µM]	1.3%	-11.8%	2.5%	-0.6	-0.9	-2.2%	28.0%
COc1ccc(N(C)S(=O)(=O)c2cccc(C(=O)NCc3ccc4c(c3)OCO4)c2)cc1	8.0%	-2.1%	-15.6%	0.6%	10.3%	-0.5	-1.5	-20.1%	?
O=C(NCc1cccnc1)C1CCN(S(=O)(=O)N2CCC3(CC2)OCCO3)CC1	-2.8%	i	13.7%	-15.9%	-10.1%	-2.4	.	-2.9%	12.0%
Cc1cccc(CS(=O)(=O)Cc2ccc(C(=O)O)o2)c1	9.5%	i	7.6%	-2.5%	-2.9%	0.0	-10.4	-6.3%	11.2%
COc1cc(Cl)ccc1OCc1cc(C(=O)N(C)CC2CCCCO2)no1 (stereo not drawn)	10.9%	-29.0%	-7.6%	1.2%	3.5%	-0.5	-0.7	-11.8%	-25.9%
Cc1ccc(S(=O)(=O)N2C[C@@H]3[C@H]4CC[C@H](C4)[C@@H]3[C@@H](C)[C@@H]2c2ccn([Si](C(C)C)(C(C)C)C(C)C)c2)cc1	9.7%	-21.7%	-26.0%	6.4%	0.2%	3.1	6.4	-3.3%	3.6%
Cc1cccc(NC(=O)c2cc(Cl)ccc2[N+](=O)[O-])c1	-12.7%	-21.3%	2.2%	-2.0%[1.53 µM]	-8.7%	0.7	7.5	4.4%	?
Cc1ccc(SCc2c(C(=O)N/N=C/c3ccoc3)nnn2-c2nonc2N)cc1	5.9%	-48.8%[inhibitor]	-17.1%	-6.8%	17.8%	-0.1	-25.7	-21.5%	-24.8%
CCOC(=O)c1c(C)c(C(=O)OCC)n(C)c1C	-12.9%	?	-15.5%	-6.3%	?	-3.2	1.1	?	20.9%
CC1CCCC(NC(=O)CN(C)S(=O)(=O)c2cccc3cccnc23)C1C (stereo not drawn)	-13.7%	-72.4%[inhibitor]	-3.1%	3.5%	4.0%	-1.2	19.5	-3.9%	-26.1%
Cc1cc(Cl)c(S(=O)(=O)Nc2ccc3c(c2)OCCO3)cc1OCC(N)=O	6.4%	i	-7.2%	-1.9%	-5.4%	-0.9	1.1	-8.8%	?
CCO/C=C/C(O)(CNC(=O)COc1ccccc1F)C(F)(F)F (stereo not drawn)	-3.7%	-2.5%[57.5 µM]	11.6%	2.8%	-6.0%	-1.9	.	-2.2%	2.5%
Cc1ccc(NC(=O)N2CCC(c3ccccc3)C2)cc1C (stereo not drawn)	8.1%	-12.6%&-12.0%	-25.1%	7.3%&-6.0%	15.0%	-3.1	-2.3	-3.4%	?
O=C(NCc1ccc2c(c1)OCO2)C(c1ccco1)N(C(=O)c1csnn1)c1ccccc1 (stereo not drawn)	0.0%	-23.1%	-4.9%	-8.4%	1.9%	0.2	.	-6.3%	-5.6%
O=C(c1cc2c(s1)CCCC2)N1CCN(S(=O)(=O)c2ccccc2)CC1	10.3%	-3.7%	-15.9%	10.2%	-4.0%	-6.2	-5.1	-26.9%	?
COc1ccc(S(=O)(=O)N2CCc3ccccc32)cc1C(=O)NCC(c1ccco1)N1CCCC1 (stereo not drawn)	1.6%	i	-6.0%	8.8%	12.1%	0.6	5.8	-7.5%	-11.5%
Cc1ccccc1C(=O)NC(=S)NC1CC1	-1.4%	-10.5%	7.2%	-29.7%	5.4%	-0.6	0.2	-5.8%	?
Cc1ccc(C(=O)n2nc(-c3ccco3)nc2N)cc1	-7.0%	?	-21.4%	5.8%	-2.0%	0.3	0.9	-9.3%	0.0%
CN(C)S(=O)(=O)c1cc(NC(=O)COC(=O)CC2CC3CCC2C3)ccc1Cl (stereo not drawn)	1.1%	-0.1%	?	-2.8%	3.1%	0.4	-3.1	-16.8%	?

Next section, starting with the last 2 of the part before.
SMILES	EPAC1 ag	PTHR1 ag	EPAC1 antagonist	GLP1R cytotox	GLP1R ag	IL2 activator	PI5P4K alpha inh	PLK1 PBD inh	GLP-1R inv ag
Cc1ccc(C(=O)n2nc(-c3ccco3)nc2N)cc1	-7.0%	?	-21.4%	5.8%	-2.0%	0.3	0.9	-9.3%	0.0%
CN(C)S(=O)(=O)c1cc(NC(=O)COC(=O)CC2CC3CCC2C3)ccc1Cl (stereo not drawn)	1.1%	-0.1%	?	-2.8%	3.1%	0.4	-3.1	-16.8%	?
Cc1cc(NC(=O)CCCC(=O)N(c2ccccc2)C(C(=O)NC2CCCCC2)c2cccs2)no1 (stereo not drawn)	-8.8%	-5.4%[57.5 µM]	7.3%	-9.5%	1.7%	-3.6	.	-0.8%	0.0%
Cc1nc(CNC(=O)CC2C(=O)NCCN2Cc2ccc(F)cc2)cs1 (stereo not drawn)	3.9%	i	6.7%	16.9%	-1.2%	-1.0	-3.7	-2.1%	1.4%
CC(=O)NNc1ccc(C(F)(F)F)cc1[N+](=O)[O-]	-5.9%	-24.5%	15.8%	-8.0%	0.4%	-0.4	.	-6.4%	-1.4%
COC(=O)[C@]12CCCCC=C1N(Cc1cccc3ccccc13)C(=O)[C@H](CC(=O)N1CCOCC1)C2	-6.3%	-8.1%	-27.4%	-2.2%	0.4%	-0.5	0.0	-13.4%	?
Cc1nc(-c2ccccc2)sc1CCNS(=O)(=O)c1ccccc1	.	-7.2%	.	-5.5%	8.8%	.	.	.	-4.1%
O=C(c1ccc(OC2CCN(Cc3cccc(F)c3)CC2)cc1)N1CCCCC1	-18.3%	i	15.2%	-26.0%	0.5%	-3.5	-0.5	2.9%	?
CCCc1cc(-c2n[nH]c(C(=O)OCC)c2-c2cscn2)c(O)cc1O	-6.6%	-43.6%[inhibitor]	3.9%	?	1.3%	-2.1	.	3.7%	?
COc1cc(N2CCCC2)c(OC)cc1C=O	-10.5%	-1.2%	-4.8%	-20.5%	7.4%	0.2	-7.1	-12.3%	-9.1%
COc1ccc(NC(=O)c2cc3c([nH]c4ccccc43)c(C)n2)cc1	7.0%	i	1.8%	-3.1%	7.7%	-0.3	7.7	-6.5%	?
O=C(c1ccccc1)N1CCN(S(=O)(=O)c2ccc(Cl)c(C(F)(F)F)c2)CC1	10.2%	-4.6%	3.9%	4.9%	23.8%	-1.4	5.4	-4.0%	-7.3%
Cc1cccc2cc(COC(=O)C3CCCO3)c(=O)[nH]c12 (stereo not drawn)	6.0%	-12.2%[57.5 µM]	?	-3.8%	-7.3%	1.9	4.7	-7.2%	15.2%
Cc1ccc(Nc2nc(C)nc3c2oc2ccccc23)cc1	0.0%	-15.0%	26.9%	15.6%	10.9%	2.5	0.0	4.9%	?
O=C(CSc1ncnc2c1oc1ccccc12)N1CCN(c2ccccc2)CC1	11.6%	i	-15.4%	2.5%	-9.6%	-1.2	3.0	-3.6%	0.0%
Cc1ccc(CNC(=S)N2CCOCC2)cc1	-4.6%	i	-20.1%	-5.8%	2.1%	-2.8	-8.4	-0.1%	3.9%
CCOC(=O)C1CCCN(CC(=O)Nc2cc(C)c3c(=O)oc4ccccc4c3n2)C1 (stereo not drawn)	.	-94.0%	.	-4.5%	0.2%	.	.	.	14.2%
c1ccc2[nH]c(CN3CCOCC3)nc2c1	-2.6%	-15.5%[57.5 µM]	-2.3%	7.3%	-0.7%	-1.2	.	-11.8%	1.9%
Cc1ccc(Cn2cc(CN3CC(N4CCN(CCO)CC4)CS3(=O)=O)nn2)cc1 (stereo not drawn)	4.4%	-23.4%	6.0%	4.3%	-0.1%	0.1	0.6	-15.6%	2.4%
CN(CCc1ccccc1)C(c1ccnc2ccccc12)c1nnnn1-c1ccc2c(c1)OCCO2 (stereo not drawn)	8.2%	i	-6.2%	-23.4%	-4.3%	-0.7	11.4	5.0%	?
C#CCNC(=O)C1=C[C@@H](C2CCCCC2)C[C@@H](OCc2ccc(CO)cc2)O1	-0.9%	-29.8%	-7.4%	-7.9%	3.5%	-1.1	-5.4	-4.0%	-5.5%
O=C(O)C1CCCN(S(=O)(=O)c2ccccc2[N+](=O)[O-])C1 (stereo not drawn)	5.4%	i	-4.1%	-1.5%	4.5%	-0.7	3.3	13.5%	4.8%
COc1ccc(N2CCN(C(=O)COC(=O)CNC(=O)c3ccccc3)CC2)cc1	2.3%	i	9.3%	-8.1%	0.4%	0.5	-1.6	-4.1%	20.5%
Cc1nc(SCC(=O)N2CCc3ccccc32)n[nH]1	3.7%	i	0.5%	-4.3%	10.1%	-0.1	-3.8	-6.2%	0.3%
O=C(NNC(=S)Nc1cccc(C(F)(F)F)c1)c1cccc(Cl)c1	-8.6%	-23.3%	-24.7%	-15.2%	-0.4%	-1.3	-1.3	?	-27.7%
CCC(CC)c1nnc(NC(=O)c2ccc([N+](=O)[O-])cc2)s1	5.1%	-25.4%	-5.9%	-6.9%	-2.3%	0.0	-5.1	-3.5%	-7.6%

This is a subset (hit frequency here may not be typical).
